# Assay outcomes as filed in PubChem.
# NCI-60 one-dose screen, 48 h, at 10 µM unless noted. Numbers give growth in % (100 = growth as untreated, 0 = no growth, -100 = all killed).
# LOX IMVI: LOX IMVI melanoma | hit rate 7.4% among 79,000 | AID 1794757
# MALME-3M: MALME-3M melanoma; hit rate 5.8% among 78,000
# HS 578T: HS 578T breast cancer; hit rate 4.1% among 78,000; AID 1794788
# UACC-257: UACC-257 melanoma; hit rate 4.4% among 78,000; AID 1794764
# SK-MEL-5: SK-MEL-5 melanoma. AID 1794755. hit rate 6.4% among 80,000
# SK-MEL-28: SK-MEL-28 melanoma | hit rate 4.1% among 81,000
# T-47D: T-47D breast cancer; hit rate 5% among 79,000
# SK-MEL-2: SK-MEL-2 melanoma | hit rate 4.7% among 77,000
# * hit, by the source's call; . = not tested or not shown; & = joins results of further samples. Rule for the calls: active = growth percent below 10; inactive = the rest.
mol | LOX IMVI | MALME-3M | HS 578T | UACC-257 | SK-MEL-5 | SK-MEL-28 | T-47D | SK-MEL-2
CCCCN(CCCC)CCCCOC | 104 | 116 | 112 | 98 | 102 | 108 | 104 | 119
COc1cc(C)cc2oc3oc(=O)c(-c4nc5ccccc5s4)cc3c(=O)c12 | 94 | 94 | . | 109 | 100 | 93 | 91 | 113
COc1cc(/C=C2\CCCC3=C2N=C2SC=NN2C3c2cc(OC)c(OC)c(OC)c2)cc(OC)c1OC (stereo not given) | -37* | . | 43 | 34 | 16 | 43 | 61 | 89
NS(=O)(=O)c1ccc(-n2ncc3c(SCc4ccccc4)ncnc32)cc1 | 93 | 83 | 97 | 57 | 80 | 107 | 92 | 100
COc1ccc2c(c1)c(-c1noc(C(=O)c3cn(C)c4ccc(Br)cc34)n1)cn2C | 97 | 94 | 95 | 93 | 100 | 117 | 90 | 94
CCC(CC)c1ncc[nH]1 | 101 | 143 | 112 | 60 | 108 | 133 | 107 | 95
CC/C(=C(/CC)c1ccc(OP(=O)(O)O)cc1)c1ccc(OP(=O)(O)O)cc1 | 92 | 100 | 68 | 108 | 99 | 103 | 102 | 105
CC(C)=CCC/C(C)=C/CC/C(C)=C/CC/C(C)=C/CSC[C@H](NC(=O)CCCCCN1CCN(C)CC1)C(=O)NC1CCCCC1 | 68 | 71 | 96 | 105 | 98 | 5.5* | 58 | 98
CN(C)c1ccc(-c2cc(-c3ccc(Nc4nc(Nc5ccc(F)cc5)nc(Nc5ccc(F)cc5)n4)cc3)nc(N)c2C#N)cc1 | 103 | 188 | 109 | 114 | 113 | 121 | 115 | 64
O=C(/C(=N/O)[n+]1ccccc1)c1ccccc1 | 91 | . | 102 | 92 | 105 | 117 | 95 | 99

# The list goes on:
mol | LOX IMVI | MALME-3M | HS 578T | UACC-257 | SK-MEL-5 | SK-MEL-28 | T-47D | SK-MEL-2
CCOC(=O)CC1CSC(Nc2ccc(Cl)cc2)=N1 (stereo not given) | 100 | 104 | 111 | 95 | 110 | 104 | 82 | 99
Cn1nc(-c2ccccc2)c2c(-c3ccccc3)onc2c1=O | 53 | 63 | 16 | 49 | . | 74 | 27 | 40
CCOC(=O)n1cc(-c2nonc2-c2cn(C(=O)OCC)c3ccc(Br)cc23)c2ccccc21 | 75 | 83 | 87 | 94 | 82 | 100 | 53 | 87
O=C1C2=C(Nc3ccccc3SC2c2ccccc2)c2ccccc21 (stereo not given) | 68 | 77 | 96 | 81 | 77 | 83 | 92 | 89
C=C[C@@H]1C[C@@H]2Cc3cc(Cl)ccc3N1O2 | 92 | 88 | 97 | 99 | 102 | 103 | 103 | 107
Cc1nc2c(=O)[nH]c(N)nc2[nH]c1=O | 109 | 98 | 82 | 73 | 98 | 98 | 92 | 84
CC(C)C(=O)Nc1nc2c(s1)CCc1ccn(S(=O)(=O)c3ccccc3)c1-2 | 93 | 85 | 98 | 89 | 109 | 101 | 79 | 91
COc1cc(/C=C/C(=O)c2ccc(NC(=O)CSc3nnc(-c4ccc(-c5nc6ccc(C)cc6[nH]5)cc4)o3)cc2)cc(OC)c1OC | 99 | 90 | 102 | 97 | 105 | 106 | 108 | 102
CCOC(=O)N1CCN(CCCCOc2ccc(Cl)cc2)CC1 | 95 | 101 | 103 | 92 | 97 | 112 | 102 | 114
O=C(O)c1ccccc1Cc1ccc(F)c2ccccc12 | 99&100 | 117&102 | 103&95 | 99&107 | 102&96 | 105&105 | 108&101 | 119&101

# (more compounds)
mol | LOX IMVI | MALME-3M | HS 578T | UACC-257 | SK-MEL-5 | SK-MEL-28 | T-47D | SK-MEL-2
CCC(C)c1ccccc1OCC(C)OC(=O)C(C)C (stereo not given) | 104 | 105 | 107 | 84 | 105 | 117 | 87 | 93
CCCCn1ccc(=O)[nH]c1=O | 104 | 95 | 116 | 106 | 104 | 112 | 136 | 121
C(COC1CC2CC1C1C2CC2OC21)OC1CC2CC1C1C2CC2OC21 (stereo not given) | 99 | 119 | 95 | 104 | 92 | 102 | 94 | 120
O=C1C=C(C2CCCCC2)C(=O)c2ccccc21 | 84 | 65 | 91 | 64 | 55 | 114 | 74 | 95
O=c1c2cnn(-c3ccccc3)c2n2c(-c3ccccc3)nnc2n1-c1ccccc1 | 93 | 104 | 85 | . | 84 | 102 | 64 | 86
CCCCCCCCCCCCCCCCCC(=O)OCC(=O)[C@@]1(O)CC[C@H]2[C@@H]3CCC4=CC(=O)CC[C@]4(C)[C@H]3[C@@H](O)C[C@@]21C | 100 | 104 | 115 | 90 | 102 | 106 | 104 | 123
O=C(Nc1ccc(I)cc1F)c1cc(-c2ccc(F)cc2F)ccc1O | 6.5* | -21* | 2.7* | -7.2* | -75* | 4.4* | -23* | -40*
NS(=O)(=O)c1ccc(NC(=O)Nc2nc(-c3ccc(Cl)cc3)cs2)cc1 | 102 | 100 | 110 | 104 | 92 | 102 | 95 | 103
COc1ccc(C2CC(c3ccc(Nc4ccnc5cc(Cl)ccc45)cc3)=NN2c2ccccc2)cc1 (stereo not given) | 100 | 94 | 105 | 97 | 80 | 97 | 93 | .
COc1ccc(/C=N\NC(=O)CCCCC(=O)N/N=C\c2ccc(OC)cc2)cc1 | 100&99 | 117&112 | 115&103 | 113&99 | 98&100 | 114&100 | 108&112 | 113&119

# Fetched by structure from the list above (2):
mol | LOX IMVI | MALME-3M | HS 578T | UACC-257 | SK-MEL-5 | SK-MEL-28 | T-47D | SK-MEL-2
CCCCCCCCCCCCCCCCCC(=O)OCC(=O)[C@@]1(O)CC[C@H]2[C@@H]3CCC4=CC(=O)CC[C@]4(C)[C@H]3[C@@H](O)C[C@@]21C | 100 | 104 | 115 | 90 | 102 | 106 | 104 | 123
O=c1c2cnn(-c3ccccc3)c2n2c(-c3ccccc3)nnc2n1-c1ccccc1 | 93 | 104 | 85 | . | 84 | 102 | 64 | 86

# Sorted by formula weight (descending): 14 of the compounds above.
mol | LOX IMVI | MALME-3M | HS 578T | UACC-257 | SK-MEL-5 | SK-MEL-28 | T-47D | SK-MEL-2
COc1cc(/C=C/C(=O)c2ccc(NC(=O)CSc3nnc(-c4ccc(-c5nc6ccc(C)cc6[nH]5)cc4)o3)cc2)cc(OC)c1OC | 99 | 90 | 102 | 97 | 105 | 106 | 108 | 102
CCCCCCCCCCCCCCCCCC(=O)OCC(=O)[C@@]1(O)CC[C@H]2[C@@H]3CCC4=CC(=O)CC[C@]4(C)[C@H]3[C@@H](O)C[C@@]21C | 100 | 104 | 115 | 90 | 102 | 106 | 104 | 123
O=C(Nc1ccc(I)cc1F)c1cc(-c2ccc(F)cc2F)ccc1O | 6.5* | -21* | 2.7* | -7.2* | -75* | 4.4* | -23* | -40*
COc1ccc(/C=N\NC(=O)CCCCC(=O)N/N=C\c2ccc(OC)cc2)cc1 | 100&99 | 117&112 | 115&103 | 113&99 | 98&100 | 114&100 | 108&112 | 113&119
NS(=O)(=O)c1ccc(NC(=O)Nc2nc(-c3ccc(Cl)cc3)cs2)cc1 | 102 | 100 | 110 | 104 | 92 | 102 | 95 | 103
O=c1c2cnn(-c3ccccc3)c2n2c(-c3ccccc3)nnc2n1-c1ccccc1 | 93 | 104 | 85 | . | 84 | 102 | 64 | 86
CC(C)C(=O)Nc1nc2c(s1)CCc1ccn(S(=O)(=O)c3ccccc3)c1-2 | 93 | 85 | 98 | 89 | 109 | 101 | 79 | 91
C(COC1CC2CC1C1C2CC2OC21)OC1CC2CC1C1C2CC2OC21 (stereo not given) | 99 | 119 | 95 | 104 | 92 | 102 | 94 | 120
CCOC(=O)N1CCN(CCCCOc2ccc(Cl)cc2)CC1 | 95 | 101 | 103 | 92 | 97 | 112 | 102 | 114
O=C(O)c1ccccc1Cc1ccc(F)c2ccccc12 | 99&100 | 117&102 | 103&95 | 99&107 | 102&96 | 105&105 | 108&101 | 119&101
CCC(C)c1ccccc1OCC(C)OC(=O)C(C)C (stereo not given) | 104 | 105 | 107 | 84 | 105 | 117 | 87 | 93
O=C1C=C(C2CCCCC2)C(=O)c2ccccc21 | 84 | 65 | 91 | 64 | 55 | 114 | 74 | 95
C=C[C@@H]1C[C@@H]2Cc3cc(Cl)ccc3N1O2 | 92 | 88 | 97 | 99 | 102 | 103 | 103 | 107
CCCCn1ccc(=O)[nH]c1=O | 104 | 95 | 116 | 106 | 104 | 112 | 136 | 121

# (cont.)
mol | LOX IMVI | MALME-3M | HS 578T | UACC-257 | SK-MEL-5 | SK-MEL-28 | T-47D | SK-MEL-2
COc1cc(C=O)cc(C=O)c1O | 98&97 | 60&14 | 76&43 | 81&96 | 91&89 | 78&70 | 89 | 77&107
NC(=S)N1N=C(c2ccccc2)CC1c1ccc2c(c1)OCO2 (stereo not given) | 90 | . | 101 | 92 | 88 | 105 | 90 | .
NS(=O)(=O)c1ccc(-n2ncc3c(=O)[nH]cnc32)cc1 | 96 | 108 | 159 | 95 | 98 | 161 | 102 | 101
C=C1CC[C@@H]2[C@](C)(COC(C)=O)[C@H](OC(C)=O)CC[C@@]2(C)[C@@H]1CC(Nc1ccc(S(=O)(=O)Nc2nccs2)cc1)C1=CCOC1=O (stereo not given in full) | -88* | 0.4* | 52 | 22 | 31 | -16* | 35 | 28
c1ccc(OCCC[P+](c2ccccc2)(c2ccccc2)c2ccccc2)cc1 | 2.5* | 16 | 43 | -11* | -69* | 26 | 13 | -12*
CC12CCC(C(=N/O)/C1=N\O)C2(C)C (stereo not given) | 102 | 104 | 92 | 89 | 97 | 111 | 100 | 121
